# Screens (PubChem)
# Cdc25B inh: inhibitors of Cdc25B phosphatase catalytic domain, primary screen, biochemical, OMFP fluorescence; M-phase inducer phosphatase 2 (Homo sapiens), P30305; recombinant Cdc25B, OMFP fluorescence Ex485/Em525; inhibition, %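 (compounds tested at 10 µM final in the well)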; 65,000 compounds, 0.1% hits; AID 368, 2006; in the data active means inhibition above about 50%
# Target sequence (P30305 whole entry, looked up, the tested form may be a part): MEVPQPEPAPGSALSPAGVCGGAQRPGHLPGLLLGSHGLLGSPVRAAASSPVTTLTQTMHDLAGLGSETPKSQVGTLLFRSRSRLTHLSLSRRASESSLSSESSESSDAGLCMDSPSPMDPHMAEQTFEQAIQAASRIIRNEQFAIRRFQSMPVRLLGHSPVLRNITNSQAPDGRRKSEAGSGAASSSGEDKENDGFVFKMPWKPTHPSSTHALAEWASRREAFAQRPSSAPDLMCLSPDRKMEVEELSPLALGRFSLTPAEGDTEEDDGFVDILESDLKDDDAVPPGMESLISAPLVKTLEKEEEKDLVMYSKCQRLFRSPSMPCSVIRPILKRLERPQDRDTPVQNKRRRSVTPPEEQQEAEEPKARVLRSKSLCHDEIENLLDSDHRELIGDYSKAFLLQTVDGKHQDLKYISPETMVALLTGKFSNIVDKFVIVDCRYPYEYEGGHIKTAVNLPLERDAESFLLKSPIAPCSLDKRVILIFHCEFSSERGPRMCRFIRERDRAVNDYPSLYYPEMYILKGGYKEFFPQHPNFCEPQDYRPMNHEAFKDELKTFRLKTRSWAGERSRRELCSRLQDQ
# FXIa mix inh: FXIa protease inhibitors in compound pools, primary screen, biochemical, 10-compound mixtures. purified FXIa, fluorogenic substrate, pooled mixtures. inhibition, % at 5 µM. 62,000 compounds, 0.19% hits. AID 680, 2007;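 further: each value is inhibition by a whole ten-compound pool holding the compound; 0% = enzyme with no mixture and 100% = wells lacking enzyme; strong numbers were not always called active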
# Hsp90 block: tumor Hsp90 inhibitors, primary screen, cell lysate, fluorescence polarization, NCI-N417 lysate; inhibition, % at 30 µM; Cy3B-geldanamycin FP displacement; 64,000 compounds, 0.35% hits; AID 429, 2006; Heat shock protein HSP 90-alpha (Homo sapiens), P07900;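 active means inhibition above 50%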;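 further: 0% = tracer plus lysate wells and 100% = tracer alone without lysate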
# FXIIa mix inh: human factor XIIa inhibitors, primary screen, biochemical, pooled compound mixtures, fluorogenic substrate; purified FXIIa; AID 684, 2007; inhibition, % at 5 µM; Coagulation factor XII (Homo sapiens), P00748; 62,000 compounds, 0.2% hits;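 further: 0% = enzyme without compound and 100% = no enzyme blank; some results filed as inactive read as strong as hits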
# JNK3 inh: JNK3 kinase activity inhibitors, primary screen, biochemical, human, purified enzyme; HTS; inhibition, % at 8 µM; 60,000 compounds, 0.61% hits; AID 746, 2007; in the data active means inhibition above about 17%;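 further: 0% = DMSO and 100% = reference inhibitor; many of its hits are not listed in these tables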
# AP complement: alternative complement pathway inhibitors, primary screen, biochemical, ELISA, human serum, orthogonally pooled compounds | LPS-coated ELISA, C3 deposition; tested in compound mixtures | inhibition, % at 5 µM | 62,000 compounds, 0.08% hits | AID 1235, 2008;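 active means inhibition above 30% in each of the two pooled mixtures holding the compound, so the lower value exceeds 30%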;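 further: 0% = serum in Mg-EGTA without compound and 100% = EDTA serum blank; some compounds past the cut are filed as inactive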
#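 Test system – human serum alternative complement pathway, C3 deposition on LPS-coated wells · Buffer or medium – diluted human serum in Mg2+-EGTA GVB++ · Compound dosing – 5 µM each compound, pools of ten, 50 µM per pool · Schedule – 1 h serum-compound exposure at 37 °C · Measured by – Anti-C3 ELISA, OD 450 nm · Read-out basis – percent inhibition of C3 deposition onto LPS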
# A340 absorber: compound light absorbance at 340 nm, profiling panel, artefact control, biochemical, MLSMR library, data from PS, PMK, MK assays | compound absorbance at 340 nm, fold over control | fold change at 10 µM | 65,000 tested, under 10 active;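 active means at 10 µM dose, initial 340 nm absorbance at least 2 fold that of control wells; inactive means change under 2 fold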;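 further: initial absorbance extrapolated from kinetic A340 decline of NADH oxidation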
# DUSP1 inh: MKP-1 phosphatase inhibitors, primary screen, biochemical, in vitro; Dual specificity protein phosphatase 1 (Homo sapiens), P28562; recombinant MKP-1, OMFP hydrolysis fluorescence; inhibition, %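 (compounds tested at a single concentration somewhere between 10 and 100 µM)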; 65,000 compounds, 0.15% hits; AID 374, 2006;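 active means inhibition above about 50%, limit read from the data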;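 further: 0% = DMSO max control wells and 100% = wells with enzyme stopped by NaOH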
# MMP-13 inhibitor: human MMP13 inhibitors, primary screen, biochemical, FRET peptide cleavage. Collagenase 3 (Homo sapiens), P45452. MMP-13 fTHP FRET cleavage, Mca fluorescence. inhibition, % at 4 µM. 65,000 compounds, 0.07% hits;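 active means inhibition above the mean of compound-free control plate wells plus 3 SD, cut at about 14% in these data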;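 further: 0% = DMSO wells and 100% = wells with reference MMP-13 inhibitor after basal subtraction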
# * = called active by the depositor; x = not tested or not shown. Unless noted, no stated cut-off is given here; in the data, active means inhibition above about 20% (passing the limit was not always enough); inactive means the rest.
1	CCN1CCN(c2ncnc3c2sc2nc(N4CCOCC4)c4c(c23)CCC4)CC1
2	Cc1nc(N2CCC3(CC2)OCCO3)c2nnn(Cc3ccccc3F)c2n1
3	COc1cc(C2=NOC(C(=O)NCc3ccc(F)cc3)C2)cc(OC)c1OC (stereo not given)
4	CN(C)Cc1cc(CCNC(=O)c2ccc(Cl)cc2)ccc1O
5	CC1CCCC(NC2CCCCNC2=O)C1 (stereo not given)
6	O=C(CN1C(=O)COc2ccccc21)N(Cc1cccnc1)Cc1ccccc1F
assay / entry,1,2,3,4,5,6
Cdc25B inh,-22.1,2.4,7.8,-15.6,-2.8,-9.6
FXIa mix inh,1.4,-13.1,3.9,1.4,1.1,0.4
Hsp90 block,x,-1.9,0.7,-5.0,0.0,-3.6
FXIIa mix inh,10.9,-2.2,16.1,6.7,-0.2,0.1
JNK3 inh,x,x,3.6,3.7,-0.1,-6.5
AP complement,4.5,-2.7,16.4,11.5,16.4,6.7
A340 absorber,1.08,1.04,0.99,0.98,1.04,0.99
DUSP1 inh,16.1,14.0,1.7,17.8,7.7,-2.6
MMP-13 inhibitor,-7.0,0.6,1.3,-1.5,-4.5,-3.2

7	O=C1c2ccccc2C(=O)N1CCCn1c(=O)oc2ccccc21
8	O=S(=O)(c1ccc(-n2cnnn2)cc1)N(C1CCCCC1)C1CCCCC1
9	CN(C)c1ccc(C(=O)OCC(=O)NC2CCCCC2)cc1
10	CC1(N2CCOCC2)CC2(O)C(=[N+]1[O-])CCc1c2no[n+]1[O-] (stereo not given)
11	COc1ccc2nc(NS(=O)(=O)c3ccc(NC(C)=O)cc3)sc2c1
12	Cc1ccc(CNC(=O)C2CCC(=O)N2C2CCCCC2)cc1 (stereo not given)
assay / entry,7,8,9,10,11,12
Cdc25B inh,-6.3,-3.8,-15.9,-7.2,15.7,-2.5
FXIa mix inh,13.6,-2.5,4.3,-26.0,3.0,12.4
Hsp90 block,-1.8,2.4,-2.4,-5.5,-2.0,0.1
FXIIa mix inh,3.7,7.8,6.7,6.1,4.0,-2.6
JNK3 inh,-1.4,0.3,2.6,3.5,-1.2,-3.4
AP complement,6.9,11.7,3.0,15.0,-6.0,8.5
A340 absorber,1.05,1.03,1.02,1.04,1.03,1
DUSP1 inh,-1.9,-11.0,-2.3,12.7,10.0,10.3
MMP-13 inhibitor,-0.8,-3.8,4.2,-0.6,-0.7,7.2

13	COc1ccc(-c2nnc(SCC(=O)Nc3ccccc3)n2C)cc1
14	Cn1c(C(=O)N2CCN(Cc3ccc4c(c3)OCO4)CC2)cc2sccc21
15	CC(=O)Oc1cc2c(C(=O)NCc3ccncc3)c(C)oc2c2ccccc12
16	COc1ccc(S(=O)(=O)NCCC(=O)NC(C)c2ccccc2)cc1 (stereo not given)
17	O=C(Cc1ccccc1)NC(NCCCN1CCOCC1)(C(F)(F)F)C(F)(F)F
18	O=C(NC1CCc2ccccc21)C1CCN(S(=O)(=O)c2ccc(-n3cnnn3)cc2)CC1 (stereo not given)
assay / entry,13,14,15,16,17,18
Cdc25B inh,-4.1,-2.2,-8.2,-10.2,2.4,-12.0
FXIa mix inh,5.8,5.0,3.3,5.6,-2.0,4.7
Hsp90 block,-0.2,-0.5,2.3,0.0,-0.6,2.6
FXIIa mix inh,2.2,7.7,2.0,5.6,0.7,5.2
JNK3 inh,-6.0,7.4,-9.5,-0.1,-0.9,x
AP complement,0.5,-12.8,11.3,24.7,0.4,6.5
A340 absorber,0.99,1,1.01,1.02,1.03,0.98
DUSP1 inh,-6.3,11.8,7.9,12.6,-16.3,-11.9
MMP-13 inhibitor,1.6,1.3,1.4,-1.2,-1.3,6.3

19	O=c1c2cnn(-c3ccc(F)cc3)c2ncn1Cc1cccnc1
20	CCCC(=O)Nc1ccc(OCC(=O)OC)cc1
21	COc1cc(N=c2ssnc2Cl)cc(OC)c1
22	On1onc2c3cc(-c4ccccc4)nc3ccc21
23	O=C(Cn1cc2c(n1)CCCC2)NCc1cccs1
24	CC(C)c1ccc(NC(=O)C2CC(=O)N(C(C)C)C2)cc1 (stereo not given)
assay / entry,19,20,21,22,23,24
Cdc25B inh,8.3,-1.7,0.2,-15.6,-4.5,-6.7
FXIa mix inh,3.5,8.4,-4.9,14.2,-1.6,9.2
Hsp90 block,3.1,14.8,-6.1,15.9,0.9,-11.8
FXIIa mix inh,7.7,7.6,3.9,2.9,-21.4,-15.6
JNK3 inh,0.0,2.5,4.7,-3.3,-3.1,-0.4
AP complement,5.9,1.4,-10.9,4.6,0.2,2.0
A340 absorber,0.97,1,1.02,1.08,1.03,0.98
DUSP1 inh,-5.1,9.3,3.6,-7.2,4.0,-4.3
MMP-13 inhibitor,-3.1,0.3,3.5,4.7,-0.3,4.1

# A second format for some results above.
# Fields: Cdc25B inh	FXIa mix inh	Hsp90 block	FXIIa mix inh	JNK3 inh	AP complement	A340 absorber	DUSP1 inh	MMP-13 inhibitor
(11) COc1ccc2nc(NS(=O)(=O)c3ccc(NC(C)=O)cc3)sc2c1
    15.7	3.0	-2.0	4.0	-1.2	-6.0	1.03	10.0	-0.7
(12) Cc1ccc(CNC(=O)C2CCC(=O)N2C2CCCCC2)cc1 (stereo not given)
    -2.5	12.4	0.1	-2.6	-3.4	8.5	1	10.3	7.2

# An excerpt from above in order of molecular weight, highest first.
18	O=C(NC1CCc2ccccc21)C1CCN(S(=O)(=O)c2ccc(-n3cnnn3)cc2)CC1 (stereo not given)
17	O=C(Cc1ccccc1)NC(NCCCN1CCOCC1)(C(F)(F)F)C(F)(F)F
14	Cn1c(C(=O)N2CCN(Cc3ccc4c(c3)OCO4)CC2)cc2sccc21
15	CC(=O)Oc1cc2c(C(=O)NCc3ccncc3)c(C)oc2c2ccccc12
16	COc1ccc(S(=O)(=O)NCCC(=O)NC(C)c2ccccc2)cc1 (stereo not given)
19	O=c1c2cnn(-c3ccc(F)cc3)c2ncn1Cc1cccnc1
21	COc1cc(N=c2ssnc2Cl)cc(OC)c1
24	CC(C)c1ccc(NC(=O)C2CC(=O)N(C(C)C)C2)cc1 (stereo not given)
assay / entry,18,17,14,15,16,19,21,24
Cdc25B inh,-12.0,2.4,-2.2,-8.2,-10.2,8.3,0.2,-6.7
FXIa mix inh,4.7,-2.0,5.0,3.3,5.6,3.5,-4.9,9.2
Hsp90 block,2.6,-0.6,-0.5,2.3,0.0,3.1,-6.1,-11.8
FXIIa mix inh,5.2,0.7,7.7,2.0,5.6,7.7,3.9,-15.6
JNK3 inh,x,-0.9,7.4,-9.5,-0.1,0.0,4.7,-0.4
AP complement,6.5,0.4,-12.8,11.3,24.7,5.9,-10.9,2.0
A340 absorber,0.98,1.03,1,1.01,1.02,0.97,1.02,0.98
DUSP1 inh,-11.9,-16.3,11.8,7.9,12.6,-5.1,3.6,-4.3
MMP-13 inhibitor,6.3,-1.3,1.3,1.4,-1.2,-3.1,3.5,4.1

23	O=C(Cn1cc2c(n1)CCCC2)NCc1cccs1
assay / entry,23
Cdc25B inh,-4.5
FXIa mix inh,-1.6
Hsp90 block,0.9
FXIIa mix inh,-21.4
JNK3 inh,-3.1
AP complement,0.2
A340 absorber,1.03
DUSP1 inh,4.0
MMP-13 inhibitor,-0.3

# Further compounds:
25	COc1ccccc1CNC(=O)c1nnc(Cc2ccc(Cl)cc2)o1
26	CCOC(=O)C1CCN(C(=O)CSc2n[nH]c(=O)[nH]c2=O)CC1
27	COc1cc(CNc2ccc(N3CCOCC3)c(C(=O)O)c2)ccc1OCC(N)=O
28	CCN(CC)c1ccc(C2C(C(=O)OCCOC)=C(C)NC3=C2C(=O)CC(C)(C)C3)cc1 (stereo not given)
assay / entry,25,26,27,28
Cdc25B inh,-4.2,-10.9,-1.2,3.9
FXIa mix inh,2.8,0.6,10.4,-6.3
Hsp90 block,-2.8,0.1,-0.7,-1.8
FXIIa mix inh,12.9,0.0,3.9,29.8
JNK3 inh,-3.9,8.3,-5.3,-6.5
AP complement,14.6,13.5,-2.6,1.1
A340 absorber,1.01,0.98,0.99,1.09
DUSP1 inh,3.8,-14.5,0.2,10.2
MMP-13 inhibitor,-5.0,-1.4,-5.7,-15.7
